# STK33 kin inh: human STK33 kinase inhibition. AID 2322. ADP-Glo luminescence, MBP substrate. inhibition, % at 12.5 µM. Q9BYT3. actives 0.44% (n = 27,000); in the data active = inhibition above about 20%; inconclusive = no clear call, values can overlap the other calls
# Target sequence (Q9BYT3 whole entry, looked up): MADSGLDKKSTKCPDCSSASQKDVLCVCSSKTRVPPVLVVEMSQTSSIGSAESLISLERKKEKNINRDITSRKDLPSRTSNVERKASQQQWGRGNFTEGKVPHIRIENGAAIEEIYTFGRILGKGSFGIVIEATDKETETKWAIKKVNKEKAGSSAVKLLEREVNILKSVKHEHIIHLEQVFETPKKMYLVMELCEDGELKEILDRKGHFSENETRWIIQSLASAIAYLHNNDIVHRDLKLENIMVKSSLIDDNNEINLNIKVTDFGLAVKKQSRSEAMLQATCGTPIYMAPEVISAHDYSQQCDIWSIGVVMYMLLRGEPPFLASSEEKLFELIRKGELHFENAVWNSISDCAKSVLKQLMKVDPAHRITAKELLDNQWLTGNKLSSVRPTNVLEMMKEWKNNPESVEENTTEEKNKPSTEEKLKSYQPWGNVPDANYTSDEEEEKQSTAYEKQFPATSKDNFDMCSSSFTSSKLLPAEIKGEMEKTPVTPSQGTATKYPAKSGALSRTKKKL
# mut p53 react: mutant p53 pathway reactivation | SW480 PUMA-promoter luciferase | actives 1.5% (n = 28,000) | activation, % at 9.98 µM; in the data active = activation above about 52%; inconclusive = no clear call, values can overlap the other calls
# An asterisk follows results filed as active; ? = inconclusive; . = no result given.
# Screens in order – STK33 kin inh, mut p53 react
C[C@H]1CN([C@@H](C)CO)C(=O)c2cc(NC(=O)Nc3cccc4ccccc34)ccc2O[C@@H]1CN(C)Cc1ccc(-c2ccccc2)cc1
→ -2.2, .
Cc1ccc(NC(=O)c2ccc(OC(=O)CN3C(=O)c4ccccc4C3=O)cc2)cc1
→ -0.6, ?
Cc1ccc(NC(=O)COc2ccc(CO)cc2Br)cc1
→ -2.8, -18.7
CCCC#Cc1cnc2c(c1)C(=O)N([C@H](C)CO)C[C@@H](C)[C@H](CN(C)Cc1ccc3c(c1)OCO3)O2
→ ., 6.8
Cc1cc(C)c(NC(=O)C(C)N(c2ccccc2)S(C)(=O)=O)c(C)c1 (configuration not stated)
→ -4.5, 6.3
C[C@H](CO)N1C[C@H](C)[C@@H](CN(C)C(=O)Nc2ccc3c(c2)OCCO3)OCc2cn(nn2)CCCC1=O
→ 1.5, 35.8
CCN(CC(=O)Nc1ccccc1)S(=O)(=O)c1ccc(OC)cc1
→ 1.4, -8.2
CN1CCN(C(=O)C[C@H]2C[C@@H]3c4cc(NC(=O)Nc5ccccc5F)ccc4O[C@@H]3[C@@H](CO)O2)CC1
→ ., 6.3
C[C@@H]1CN([C@H](C)CO)C(=O)Cc2cc(NC(=O)Nc3ccc(C(F)(F)F)cc3)ccc2O[C@H]1CN(C)Cc1ccc(C(F)(F)F)cc1
→ -7.2, .
CC(NCC(O)Cn1c2ccccc2c2ccccc21)C(=O)O (configuration not stated)
→ 5.0, -15.9
C[N+](C)(C)CCCC[C@@H]1NC(=O)[C@H]2C[C@@H](C(=O)NCCCCCCN)[C@@H](c3ccc(O)cc3)N2C1=O
→ 0.8, .
O=C(NC(NCc1ccccn1)(C(F)(F)F)C(F)(F)F)c1cccnc1
→ 0.6, .
CN(CC[C@@H](Oc1ccc(-c2ccccc2)cc1)c1ccc(F)cc1)CC(=O)O
→ ., 12.8
COC(=O)c1ccccc1NC(=O)Cn1c(=O)n(C)c(=O)c2ccccc21
→ -2.6, -11.5
C[C@H]1CCCCO[C@@H](CN(C)C(=O)c2ccccc2)[C@@H](C)CN([C@@H](C)CO)C(=O)c2cc(NC(=O)Nc3ccc(F)cc3)ccc2O1
→ ., -11.8
COc1ccc(S(=O)(=O)Nc2ccc3c(c2)CC(=O)N([C@@H](C)CO)C[C@H](C)[C@@H](CN(C)S(=O)(=O)c2ccccc2)O3)cc1
→ -0.7, .
COc1ccc([N+](=O)[O-])cc1NC(=O)CCN1CCN(c2cccc(C(F)(F)F)c2)CC1
→ -2.2, -6.1
OC(COCC1COc2ccccc2O1)CN1CCOCC1 (configuration not stated)
→ 3.1, 28.9
C[C@@H]1CN([C@@H](C)CO)S(=O)(=O)c2ccc(C#CC3CC3)cc2O[C@H]1CN(C)C(=O)c1cccnc1
→ ., 0.9
C[C@@H]1CCCCO[C@H](CN(C)C(=O)Cc2ccccc2)[C@H](C)CN([C@H](C)CO)C(=O)c2cc(NC(=O)Nc3ccc(F)cc3)ccc2O1
→ ., -18.0
C[C@H](CO)N1C[C@H](C)[C@H](CN(C)C(=O)Nc2ccccc2)Oc2ncc(C#Cc3ccccc3)cc2C1=O
→ -0.8, -4.5
COc1ccc(NC(=O)N(C)C[C@H]2Oc3cc(-c4ccc(C)cc4)ccc3S(=O)(=O)N([C@@H](C)CO)C[C@@H]2C)cc1
→ ., -41.9
COc1cc2[nH]c(=S)n(CCc3cnc[nH]3)c(=O)c2cc1OC
→ -3.3, -10.5
C[C@@H]1CN([C@H](C)CO)C(=O)Cc2cc(NS(=O)(=O)c3cn(C)cn3)ccc2O[C@@H]1CN(C)C(=O)Nc1ccc(C(F)(F)F)cc1
→ -2.1, .
C[C@H]1CN([C@@H](C)CO)C(=O)Cc2cc(NC(=O)C3CCCCC3)ccc2O[C@H]1CN(C)C(=O)Nc1ccc2c(c1)OCO2
→ -1.1, -6.7
C[C@@H]1CN([C@@H](C)CO)C(=O)c2cccc(NC(=O)Nc3ccc(C(F)(F)F)cc3)c2O[C@@H]1CN(C)C(=O)Nc1ccc(F)cc1
→ ., -8.9
CN(C)C(=O)[C@@]1(Cc2ccccc2)COC(c2ccc(OCCCO)cc2)=N1
→ -6.5, .
COc1ccc(NC(=O)Nc2ccc3c(c2)CC(=O)N([C@@H](C)CO)C[C@@H](C)[C@H](CN(C)Cc2ccc4c(c2)OCO4)O3)cc1
→ ., -10.2
C[C@H]1CN([C@@H](C)CO)S(=O)(=O)c2ccc(C#CC3CC3)cc2O[C@H]1CN(C)Cc1cccc(F)c1
→ ., -14.6
CC(C)NC(=O)N(C)C[C@H]1OCc2cnnn2CCCC(=O)N([C@@H](C)CO)C[C@@H]1C
→ 5.7, 5.9
C[C@@H]1CN([C@H](C)CO)C(=O)c2cccc(NC(=O)C3CCOCC3)c2O[C@@H]1CN(C)S(=O)(=O)c1cn(C)cn1
→ ., 1.2
COC(=O)C1=CC(O[C@@H]2O[C@H](CO)[C@@H](O)[C@H](O)[C@H]2O)=C[C@H]2[C@]3(C)C[C@@H](c4ccoc4)OC(=O)[C@H]3CC[C@@]12C
→ -2.8, -8.3
CCOC(=O)c1ccc(NC(=O)Cn2c(=O)oc3ccccc32)cc1
→ 7.5, 5.5
C[C@@H]1CN([C@@H](C)CO)C(=O)c2cc(NS(=O)(=O)c3ccccc3)ccc2O[C@@H]1CN(C)C(=O)Nc1ccc(C(F)(F)F)cc1
→ 5.6, .
C[C@@H]1CN([C@@H](C)CO)C(=O)c2cc(NS(=O)(=O)c3ccc(F)cc3)ccc2O[C@@H]1CN(C)Cc1ccncc1
→ -3.4, .
CNC[C@H]1Oc2ccc(NC(=O)Cc3ccccc3)cc2C(=O)N([C@@H](C)CO)C[C@H]1C
→ 3.7, .
C[C@@H]1CN([C@H](C)CO)C(=O)Cc2cc(NC(=O)c3ccncc3)ccc2O[C@H]1CN(C)Cc1ccncc1
→ -0.2, .
C[C@H]1CN([C@@H](C)CO)C(=O)c2cccc(NC(=O)c3cnccn3)c2O[C@@H]1CN(C)C(=O)Nc1ccccc1
→ ., -0.3
CCc1nc(SCC(=O)Nc2cccc(C(F)(F)F)c2)c(C#N)cc1C
→ 5.8, 7.1
O=C(CSc1nnc(-c2ccc(Cl)cc2)n1-c1ccc(F)cc1)N1CCOCC1
→ -2.5, 0.3

# Part of the list above in another layout:
smiles: CCc1nc(SCC(=O)Nc2cccc(C(F)(F)F)c2)c(C#N)cc1C
- STK33 kin inh = 5.8
- mut p53 react = 7.1
smiles: CC(C)NC(=O)N(C)C[C@H]1OCc2cnnn2CCCC(=O)N([C@@H](C)CO)C[C@@H]1C
- STK33 kin inh = 5.7
- mut p53 react = 5.9
smiles: COc1ccc(NC(=O)Nc2ccc3c(c2)CC(=O)N([C@@H](C)CO)C[C@@H](C)[C@H](CN(C)Cc2ccc4c(c2)OCO4)O3)cc1
- STK33 kin inh = .
- mut p53 react = -10.2

# Continued:
# Screens in order – STK33 kin inh, mut p53 react
COc1ccc(-c2nnc(SCC(=O)c3ccc(C)o3)o2)cc1
→ -0.8, -1.7
C[C@H](CO)N1C[C@H](C)[C@@H](CN(C)C(=O)Nc2ccc3c(c2)OCO3)Oc2ccc(NC(=O)NC3CCCCC3)cc2CC1=O
→ ., 11.8
C=C1C(N)CC2CC1C2(C)C (configuration not stated)
→ 3.4, .
C[C@H]1CN([C@@H](C)CO)C(=O)c2cc(NC(=O)Nc3cccc4ccccc34)ccc2O[C@@H]1CN(C)Cc1ccc(Oc2ccccc2)cc1
→ ., -5.2
C[C@H]1CN([C@@H](C)CO)C(=O)CCCn2cc(nn2)CO[C@@H]1CN(C)S(=O)(=O)c1ccccc1
→ 10.6, 7.5
COC(=O)CSc1cc(C)nc(SC)n1
→ -3.9, 9.7
CN(CC(=O)Nc1ncn[nH]1)S(=O)(=O)c1ccc(Br)cc1
→ -0.1, -5.3
O=C(O)c1ccc2c(c1)C1C3CCC(C3)C1C(c1ccccc1)N2 (configuration not stated)
→ ., 3.7
C[C@@H]1CCCCO[C@H](CN(C)S(=O)(=O)c2cccs2)[C@H](C)CN([C@H](C)CO)C(=O)c2cc(NC(=O)Cc3ccccc3)ccc2O1
→ ., -14.7
C[C@@H]1CCCCO[C@@H](CN(C)C(=O)CCCN(C)C)[C@H](C)CN([C@@H](C)CO)C(=O)c2cc(NC(=O)Cc3ccccc3)ccc2O1
→ ., 5.7
Cc1ccc(C)c(NC(=O)CCCn2cc([N+](=O)[O-])cn2)c1
→ -4.1, -4.6
CC1=C(C(=O)OCc2ccccc2)C2(O)C(=O)c3ccccc3C2(O)N1 (configuration not stated)
→ ., 2.6
Cc1ccc(S(=O)(=O)N(C)CC(=O)Nc2cc([N+](=O)[O-])ccc2C)cc1
→ 0.5, -4.9
Cc1c(NC(=O)COc2ccc([N+](=O)[O-])cc2)cccc1-c1nc2ccccc2[nH]1
→ 0.1, 5.7
C[C@@H]1CN([C@H](C)CO)C(=O)Cc2cc(N(C)C)ccc2O[C@@H]1CN(C)C(=O)NC1CCCCC1
→ -6.8, .
COc1cc(NC(=O)CCCN2C(=O)c3ccccc3C2=O)c(OC)cc1Cl
→ -1.2, 9.9
C[C@@H]1CN([C@H](C)CO)C(=O)CCCn2cc(nn2)CO[C@H]1CN(C)Cc1ccncc1
→ 0.2, -10.0
C=CCOC(=O)[C@@H]1[C@H]2C(=O)O[C@H](c3ccccc3)[C@H](c3ccccc3)N2[C@H](c2ccc(OCCOC(=O)[C@@H]3C[C@@H]4C(=O)N[C@@H](Cc5ccccc5)C(=O)N4[C@@H]3c3ccc(O)cc3)cc2)[C@@]12C(=O)Nc1ccccc12
→ 11.7, .
CCn1c(SCC(=O)Nc2cc(C)c(Cl)cc2OC)nnc1-c1cnccn1
→ -0.2, -7.0
C[C@@H]1CCCCO[C@@H](CN(C)S(=O)(=O)c2ccccc2)[C@H](C)CN([C@@H](C)CO)C(=O)c2cc(NS(C)(=O)=O)ccc2O1
→ ., 15.5
CCN(Cc1ccccc1)C(=O)CSC1=Nc2ccccc2C2=NC(c3ccccc3)C(=O)N12 (configuration not stated)
→ ., 3.6
O=C1C(c2c(O)[nH]c3ccccc23)=Nc2ccccc21
→ 24.6*, -12.1
O=C(CC1NC(=O)NC1=O)Nc1ccc(F)cc1 (configuration not stated)
→ -6.7, -1.8
CC(C)c1ccc(OCC(=O)Nc2cccc3ncccc23)cc1
→ 1.8, 24.5
Cc1ccc(S(=O)(=O)Nc2ccc3c(c2)CC(=O)N([C@H](C)CO)C[C@@H](C)[C@H](CN(C)CC2CCCCC2)O3)cc1
→ -0.5, 13.9
CC(=O)N(C)C[C@@H]1Oc2cc(C#C[C@H](C)O)ccc2S(=O)(=O)N([C@@H](C)CO)C[C@H]1C
→ ., 11.6
O=C(NCCN1CCCCC1)c1ccc(I)cc1
→ ., 5.5
Nc1nnc(SCC(=O)Nc2cccc(Cl)c2Cl)s1
→ -4.1, -3.6
C[C@@H]1CCCCO[C@@H](CN(C)C(=O)Nc2ccc(C(F)(F)F)cc2)[C@@H](C)CN([C@H](C)CO)C(=O)c2cc(NS(=O)(=O)c3ccc(Cl)cc3)ccc2O1
→ 4.5, .
C[C@H](CO)N1C[C@H](C)[C@H](CN(C)Cc2ccc(C(=O)O)cc2)Oc2ccc(NC(=O)Nc3ccccc3)cc2CC1=O
→ 0.4, 4.4
COc1nc(OCCNS(=O)(=O)c2ccc(C)cc2)nc(N(C)C)n1
→ 3.5, 0.5
COc1ccc(-c2nnc(SCC(N)=O)n2C)cc1OC
→ 4.3, -5.6
CNC[C@H]1Oc2cc(-c3ccccc3OC)ccc2S(=O)(=O)N([C@H](C)CO)C[C@@H]1C
→ ., 9.3
C[C@H]1CN([C@@H](C)CO)C(=O)c2cc(N(C)C)ccc2O[C@H]1CN(C)Cc1ccc(C(=O)O)cc1
→ -1.1, .
N#C/C(=C\Nc1ccc(F)c(Cl)c1)S(=O)(=O)Cc1ccco1
→ -2.8, .
Cc1noc(C)c1S(=O)(=O)Nc1ccc2c(c1)CC(=O)N([C@@H](C)CO)C[C@H](C)[C@H](CN(C)S(=O)(=O)c1cn(C)cn1)O2
→ -0.3, .
C[C@H]1CN([C@@H](C)CO)C(=O)c2cccc(NS(=O)(=O)c3cn(C)cn3)c2O[C@@H]1CN(C)CC1CC1
→ ., -3.7
O=C(CSc1nnc(-c2ccncc2)n1-c1ccccc1)Nc1ccc(C(F)(F)F)cc1
→ 4.9, 12.4
Cn1c(SCC(=O)Nc2ccccc2Cl)nnc1-c1cccnc1
→ 9.8, 13.3
C[C@@H]1CN([C@H](C)CO)C(=O)c2cc(NC(=O)Nc3ccc(F)cc3)ccc2O[C@H]1CN(C)Cc1ccc(Oc2ccccc2)cc1
→ 3.1, .
O=C(CSc1n[nH]c(=O)n1-c1cccc(C(F)(F)F)c1)N1CCC(C(F)(F)F)CC1
→ -0.5, .
Cc1ccc(C)c(NC(=O)CSc2nc(-c3ccccc3)cc(C(F)(F)F)n2)c1
→ 1.1, -20.9
C[C@@H]1CCCCO[C@@H](CN(C)S(=O)(=O)c2cn(C)cn2)[C@@H](C)CN([C@H](C)CO)C(=O)c2cc(NS(=O)(=O)c3cccs3)ccc2O1
→ 2.2, .
CCOc1ccccc1N1C(=O)CN=C1Nc1nc(C)cc(C)n1
→ -2.3, -0.9
Cc1noc(C)c1NC(=O)Nc1ccc2c(c1)C(=O)N([C@@H](C)CO)C[C@@H](C)[C@@H](CN(C)C(=O)CCCN(C)C)OCCCC[C@H](C)O2
→ ., -2.3
C[C@H]1CN([C@@H](C)CO)C(=O)c2cccc(NC(=O)C3CCOCC3)c2O[C@@H]1CN(C)C(=O)Nc1ccc(F)cc1
→ ., -1.5
CCCOc1ccc(Br)cc1-c1cc(-c2ccc(Cl)cc2)[nH]c1-c1ccncc1
→ ., 5.9
COc1ccc(C(C)NC(=O)c2cc(-c3ccccn3)nc3ccc(Br)cc23)cc1OC (configuration not stated)
→ 0.4, -1.4
Cc1cc(C)c(NC(=O)CN(c2ccc(Cl)cc2C)S(C)(=O)=O)c(C)c1
→ -6.6, 3.9

# Compound activity (PubChem BioAssay)

# Not all compounds are listed, so the mix of outcomes need not match the whole.
